mIDH1 inhibitor: human IDH1 R132H inhibition; IDH1-R132H enzyme, NADPH consumption, diaphorase/resazurin fluorescence; Potency, µM (top dose mostly 76.6 µM), inactives show top-dose activity change, negative = inhibition, hits mostly inhibitors; actives 0.093% (n = 390,000); AID 602179; also: potency is read from the fitted curve at half-maximal effect; % is scaled to controls: 0 for no effect and ±100 for the full control effect; nearly all actives have a fitted effect of over 65% in size
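IDH1-R132H (0.5 ug/mL dispensed) in pH 7.5 Tris buffer was preincubated 30 min with compound, then given a substrate mix of 0.016 mM NADPH and 2 mM alpha-KG for 80 min at room temperature; remaining NADPH was read by diaphorase/resazurin fluorescence.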
rTrxR1 inhibitor: blocks rat thioredoxin reductase 1; AID 588453; Potency, µM (top dose mostly 114 µM), for the others: at the highest dose activity change, negative = inhibition, actives largely listed as inhibitors; actives 1% (n = 390,000); recombinant rTrxR1, NADPH fluorescence consumption, selenite substrate; also: potency is read from the fitted curve at half-maximal effect; % is scaled to controls: 0 for no effect and ±100 for the full control effect; nearly all actives have a fitted effect of over 65% in size
Target sequence (O89049 whole entry, looked up): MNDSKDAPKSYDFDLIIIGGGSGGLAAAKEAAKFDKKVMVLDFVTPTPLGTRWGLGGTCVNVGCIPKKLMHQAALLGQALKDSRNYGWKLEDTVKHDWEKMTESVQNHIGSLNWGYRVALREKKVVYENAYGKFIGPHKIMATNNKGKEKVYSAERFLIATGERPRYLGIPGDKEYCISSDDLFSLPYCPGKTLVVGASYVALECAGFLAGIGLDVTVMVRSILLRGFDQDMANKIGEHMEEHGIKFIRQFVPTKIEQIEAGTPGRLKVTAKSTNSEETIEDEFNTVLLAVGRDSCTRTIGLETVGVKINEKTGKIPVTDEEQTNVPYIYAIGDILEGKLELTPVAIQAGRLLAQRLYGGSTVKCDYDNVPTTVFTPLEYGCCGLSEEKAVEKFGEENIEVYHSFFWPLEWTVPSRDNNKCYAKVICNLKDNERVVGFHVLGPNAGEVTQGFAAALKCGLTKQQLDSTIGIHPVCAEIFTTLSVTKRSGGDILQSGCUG
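Rat TrxR1 (90 nM in the dispensed reagent) was pre-reduced with 400 uM NADPH for 5 min at room temperature, then incubated with compound for 15 min. After 400 uM selenite was added, NADPH fluorescence (Ex 340/Em 450 nm) was followed for 8 min.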
USP1 inh: USP1/UAF1 (human) deubiquitinase inhibition; O94782; recombinant USP1/UAF1, Ub-Rhodamine cleavage fluorescence; Potency, µM (titrated, usually from 57.1 µM), without a hit: at the highest dose activity change, negative = inhibition, usual class: inhibitors; actives 0.23% (n = 390,000); also: potency is read from the fitted curve at half-maximal effect; % is scaled to controls: 0 for no effect and ±100 for the full control effect; nearly all actives have a fitted effect of over 60% in size; inactives centre near -12
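Step one: compound is pinned into 1nM USP1/UAF1 in HEPES pH 7.8 buffer with TCEP. Step two: 15 min room-temperature incubation. Step three: Ub-Rho (150nM final) starts cleavage, tracked by fluorescence over six one-minute reads.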
HP1b chromo inh: blocks HP1-beta chromodomain binding to methylated histone tails. Potency, µM (doses to about 114 µM), without a hit: at the top dose activity change, negative = inhibition, most hits filed as inhibitors. AlphaScreen HP1-beta / biotin-H3K9me3 peptide binding. actives 0.56% (n = 390,000). P83916; also: potency is read from the fitted curve at half-maximal effect; nearly all actives have a fitted effect of over 70% in size; inactives centre near 23
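HP1-beta protein (50 nM final) preincubated 30 min at room temperature with biotinylated H3(1-18)K9me3 peptide (50 nM) in PBS pH 7.4, 0.01% Tween-20, then compound added for 30 min. AlphaScreen streptavidin donor/nickel chelate acceptor beads (10 ug/mL final), 30 min dark, luminescence read.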
TrxR1 substrate: is turned over as a substrate by rat TrxR1; O89049; purified TrxR1 substrate turnover, NADPH consumption readout; Potency, µM (highest dose often 114 µM), for the others: top-dose activity change, negative = substrate turnover; actives 0.01% (n = 390,000); AID 588456; also: potency is read from the fitted curve at half-maximal effect; % is scaled to controls: 0 for no effect and ±100 for the full control effect; nearly all actives have a fitted effect of over 50% in size
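Rat TrxR1, dispensed at 90 nM, was prereduced with 400 uM NADPH (final) for 5 min at ~22 deg C, then incubated with compound 15 min before 400 uM selenite. A first-read NADPH fluorescence drop versus no-compound background flagged substrates.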
Pin1 inhibitor: human Pin1 inhibition; Q13526; Pin1 FP peptide displacement, HiFluor488, 10 min; Potency, µM (titrated, usually from 115 µM), without a hit: at the highest dose activity, negative = inhibition, actives largely listed as inhibitors; actives 0.009% (n = 390,000); AID 504891; active = well fitted inhibition curve with a large enough effect in the polarisation, with a control signal flat, not every such curve was filed as active; inconclusive = small, poorly fitted or top-dose-only effect, or effect the other way, or a change in a side signal; inactive = no such curve, though single readings can be large or run the other way; the % refers to the polarisation; also: potency is read from the fitted curve at half-maximal effect; % is scaled to controls: 0 for no effect and ±100 for the full control effect
Target sequence (Q13526 whole entry, looked up): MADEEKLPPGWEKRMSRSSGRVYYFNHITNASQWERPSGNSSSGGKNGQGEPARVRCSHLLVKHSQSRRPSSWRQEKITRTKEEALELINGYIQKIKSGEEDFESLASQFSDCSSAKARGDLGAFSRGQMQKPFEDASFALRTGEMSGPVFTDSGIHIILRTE
PGK inhibitor: inhibitors of T. brucei phosphoglycerate kinase; P07378; PGK/GAPDH coupled, Kinase-Glo luminescence, 60 min; Potency, µM (highest dose often 57.5 µM), for inactives: at the top dose activity change, negative = inhibition, usual class: inhibitors; actives 0.043% (n = 380,000); also: potency is read from the fitted curve at half-maximal effect; % is scaled to controls: 0 for no effect and ±100 for the full control effect; nearly all actives have a fitted effect of over 60% in size
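Recombinant glycosomal PGK reaction used 1,3-bisphosphoglycerate generated in-well by GAPDH (100nM final) in 100mM TEA pH 7.6, 5mM MgCl2, 0.01% Tween-20. After 60 minutes at room temperature, ATP was read by Kinase-Glo Plus luminescence end-point.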
GLS inhibitor: inhibitors of human glutaminase (GLS); O94925; actives 0.21% (n = 410,000); GLS enzymatic activity, qHTS titration; Potency, µM (doses to about 45.5 µM), inactives show at the top dose activity change, negative = inhibition, hits mostly inhibitors; also: potency is read from the fitted curve at half-maximal effect; % is scaled to controls: 0 for no effect and ±100 for the full control effect
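Coupled fluorescence readout: glutamate oxidase/HRP/Amplex Red detect glutamate formed by hKGA from L-glutamine (1 mM solution added). Buffer 45 mM KH2PO4 pH 8.2, 0.02% Tween-20; reads at t0 and 30 min RT.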
PI4K2A inh: inhibitors of human PI4K2A | Q9BTU6 | activity change, negative = inhibition, % at 76.9 µM | actives 0.13% (n = 420,000) | AID 1346378 | purified PI4K2A, ADP-Glo luminescence, 1 h; active compounds read low; in the data active = activity change below about -50%; inconclusive = mostly about -30% to -49%;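 also: -100% = wells without enzyme as full effect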
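ADP-Glo luminescence measured ADP generated by PI4K2A enzyme (4 ug/mL before mixing) with 1.2 mM PI substrate (pre-mix) and 300 microM ATP (pre-mix). Tris pH7.5 buffer with MgCl2, Triton X-100; 1 h reaction at ambient temperature.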
* = called active by the depositor; i = inactive; ? = inconclusive; . = no result given; & = joins results of further samples; [ ] = dose if it differs, or a comment. Unless noted, calls follow the shape of the dose curve; as a rule, active = well fitted curve in the direction sought with a large enough effect; inconclusive = small, poorly fitted or top-dose-only effect, or another doubt; inactive = no such curve, though single readings can be large; an effect the other way counts as inactive or inconclusive. Some of the compounds tested (hit frequency here may not be typical).

The first two entries as a preview:
1	COc1ccc(S(=O)(=O)N2CCOC23CCN(S(=O)(=O)c2cc(C)ccc2C)CC3)cc1
2	O=C(Nc1ccc(S(=O)(=O)N2CCCCC2)cc1)C1CC(=O)N(Cc2ccccc2)C1 (centres undefined)

Assay by compound,1,2
mIDH1 inhibitor,2.4%,5.3%
rTrxR1 inhibitor,-2.5%,6.9%
USP1 inh,-25.2%,-14.2%
HP1b chromo inh,30.9%,30.4%
TrxR1 substrate,-3.6%,-6.5%
Pin1 inhibitor,6.0%,0.6%
PGK inhibitor,-0.3%,i
GLS inhibitor,-10.7%,0.3%
PI4K2A inh,-1.7,0.5

The listing, repeating the preview:
1	COc1ccc(S(=O)(=O)N2CCOC23CCN(S(=O)(=O)c2cc(C)ccc2C)CC3)cc1
2	O=C(Nc1ccc(S(=O)(=O)N2CCCCC2)cc1)C1CC(=O)N(Cc2ccccc2)C1 (centres undefined)
3	COc1nn(-c2nc(-c3ccccc3)cc(C(F)(F)F)n2)cc1[N+](=O)[O-]
4	COCCCNC(=O)CN1C(=O)COc2ccc(S(=O)(=O)N3CCCCCC3)cc21
5	O=c1oc2cc(O)ccc2cc1-c1ccccc1
6	NNC(=O)Cn1cnc2ccccc21

Assay by compound,1,2,3,4,5,6
mIDH1 inhibitor,2.4%,5.3%,4.2%,-2.8%&5.4%,9.4%,0.0%
rTrxR1 inhibitor,-2.5%,6.9%,0.0%[57.1 µM],27.7%&7.4%,52.2%[activator],-1.9%
USP1 inh,-25.2%,-14.2%,-6.1%,?,-15.3%,-20.9%
HP1b chromo inh,30.9%,30.4%,55.5%[activator],38.4%&39.9%[activator],49.1%[activator][57 µM],46.6%[activator]
TrxR1 substrate,-3.6%,-6.5%,-23.9%[57.1 µM],7.7%&4.4%,877.1%[activator],-2.9%
Pin1 inhibitor,6.0%,0.6%,-0.9%,-4.5%&2.5%,2.5%,2.8%
PGK inhibitor,-0.3%,i,-9.9%,-4.5%&-3.0%,-29.4%,i
GLS inhibitor,-10.7%,0.3%,-10.2%,3.7%&-3.7%,36.5%[activator],-2.8%
PI4K2A inh,-1.7,0.5,-0.7,-2.2&5.5,?,-0.3

Pulled one by one from the entries so far (two):
1	COc1ccc(S(=O)(=O)N2CCOC23CCN(S(=O)(=O)c2cc(C)ccc2C)CC3)cc1
4	COCCCNC(=O)CN1C(=O)COc2ccc(S(=O)(=O)N3CCCCCC3)cc21

Assay by compound,1,4
mIDH1 inhibitor,2.4%,-2.8%&5.4%
rTrxR1 inhibitor,-2.5%,27.7%&7.4%
USP1 inh,-25.2%,?
HP1b chromo inh,30.9%,38.4%&39.9%[activator]
TrxR1 substrate,-3.6%,7.7%&4.4%
Pin1 inhibitor,6.0%,-4.5%&2.5%
PGK inhibitor,-0.3%,-4.5%&-3.0%
GLS inhibitor,-10.7%,3.7%&-3.7%
PI4K2A inh,-1.7,-2.2&5.5

More results.
7	CC(=O)Nc1ccc(CN2CCCC(C(=O)c3cccc(C(F)(F)F)c3)C2)cc1 (centres undefined)
8	Cc1ccc(S(=O)(=O)N2CCCCC2)cc1NC(=O)CCNC(=O)c1ccccc1Cl
9	O=C(CCn1c(=O)oc2ccccc21)Nc1cccc(Cl)c1
10	C=CCN(C(=O)OC(C)(C)C)S(=O)(=O)NCc1ccccc1
11	CC(C)c1[nH]nc2c1C(Cc1ccccc1)C(C#N)=C(N)O2 (centres undefined)
12	Cc1[nH][nH]c(=O)c1C(c1c(C)[nH][nH]c1=O)c1cn(Cc2ccc(F)cc2)c2ccccc12
13	CC[C@H](CO)Oc1cc(NCc2ccc(Cl)c(Cl)c2)c2ncn(C(C)C)c2c1
14	Clc1ccc(C2=NCCN2)cc1
15	O=S(=O)(NCCC1=CCCCC1)c1cccc(S(=O)(=O)N2CCOCC2)c1

Assay by compound,7,8,9,10,11,12,13,14,15
mIDH1 inhibitor,20.0%,0.4%,6.7%,14.2%,0.9%,-15.9%,-17.7%,-10.4%,2.1%
rTrxR1 inhibitor,20.0%,.,30.7%,-1.3%&4.5%,17.8µM*,?,41.1%[activator],9.7%,-12.4%
USP1 inh,-17.1%,-22.0%,-28.2%,-30.5%,-15.5%,?,?,-1.4%,-11.0%
HP1b chromo inh,7.7%,.,31.1%,60.3%[activator],43.6%[activator],?,-15.1%,31.9%,-2.1%
TrxR1 substrate,0.7%,.,6.5%[57.1 µM],-6.3%&-8.9%,8.9%,?,8.7%,-3.5%,-13.2%
Pin1 inhibitor,72.5%,.,-5.7%,-2.8%,-1.6%,8.5%,1.0%,-1.8%,1.3%
PGK inhibitor,-8.7%,-1.2%,-7.9%,i,-8.0%,2.6%,-4.3%,-8.1%,-2.6%
GLS inhibitor,-4.0%,0.5%,-0.3%,-3.5%,20.3%,23.7%,22.6%,2.3%,?
PI4K2A inh,4.8,-5.0,-3.9,-1.5,-3.9,-27.0,2.2,2.4,-3.3

Profiles, looked up by structure. Screens in order: mIDH1 inhibitor	rTrxR1 inhibitor	USP1 inh	HP1b chromo inh	TrxR1 substrate	Pin1 inhibitor	PGK inhibitor	GLS inhibitor	PI4K2A inh
Clc1ccc(C2=NCCN2)cc1 is entered as -10.4%	9.7%	-1.4%	31.9%	-3.5%	-1.8%	-8.1%	2.3%	2.4
CC[C@H](CO)Oc1cc(NCc2ccc(Cl)c(Cl)c2)c2ncn(C(C)C)c2c1 is entered as -17.7%	41.1%[activator]	?	-15.1%	8.7%	1.0%	-4.3%	22.6%	2.2
C=CCN(C(=O)OC(C)(C)C)S(=O)(=O)NCc1ccccc1 is entered as 14.2%	-1.3%&4.5%	-30.5%	60.3%[activator]	-6.3%&-8.9%	-2.8%	i	-3.5%	-1.5

Assay outcomes (PubChem BioAssay)
